Screening data (PubChem)
MT1-MMP act inh = MT1-MMP (human) activation inhibition; GFP/RFP ratio change, % at 20 µM; actives 0.061% (n = 360,000); HT1080 RFP-PRO-GFP cells, GFP/RFP ratio fluorescence, overnight; percent of plate control window, DMSO zero;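 active = GFP/RFP ratio change of at least 30% with cell ATP level not reduced by more than half and red fluorescence within 50% of control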; note: strong numbers were not always called active
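Read-out: GFP/RFP fluorescence ratio; Test system: RFP-PRO-GFP reporter HT1080 cells; Compound dosing: single-point 20 µM compound, 1% DMSO; Times: overnight compound exposure at 37 °C.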
Rin1 Abl inh = human Rin1-Abl interaction inhibition | P00519+Q13671 | TR-FRET Rin1/Abl binding, biochemical | inhibition, % at 7.35 µM | actives 0.4% (n = 360,000); in the data active = inhibition above about 5%, passing the limit was not always enough
Neddyl block = blocks human cullin neddylation; P61081+Q13564; TR-FRET cullin neddylation, biochemical; calls only at 25 µM; actives 0.58% (n = 360,000); AID 651699; in the data active = inhibition above about 36%
eLon inh = inhibitors of E. coli Lon protease; actives 0.42% (n = 360,000); inhibition, % at 7.94 µM; P0A9M0; purified E. coli Lon protease, fluorescence polarization; in the data active = inhibition above about 13%, passing the limit was not always enough;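 note: 0% = enzyme with probe and DMSO and 100% = no enzyme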
SKN-1 inh = blocks SKN-1 activity in C. elegans; AID 624304; inhibition, % at 21.8 µM; actives 0.49% (n = 360,000); C. elegans VP596 Pgst-4::GFP/RFP ratio, acrylamide-induced, 24 h;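 active = interference check ratio from 0.5 to 1.5 plus GFP to RFP signal ratio inhibition reaching or exceeding a fixed threshold, cut at about 30% in these data, passing the limit was not always enough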; note: some compounds called inactive have numbers as strong as hits
PABP1 MLLE inh = blocks PAM2 peptide binding to the PABP1 MLLE domain; P11940; GST-MLLE / FITC-PAM2 fluorescence polarization; inhibition, % at 20 µM; actives 0.36% (n = 360,000); AID 588489; in the data active = inhibition above about 35%, passing the limit was not always enough;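 note: plate controls were DMSO wells with GST-MLLE for no effect and wells lacking GST-MLLE protein for full effect; some results filed as inactive read as strong as hits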
bovine MsrA act = activates bovine MsrA enzyme | activation, % at 10.6 µM | purified bovine MsrA, absorbance read-out | actives 0.3% (n = 360,000); in the data active = activation above about 7.5%;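 note: 0% = vehicle and 100% = reference activator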
FAS TE block = inhibitors of human fatty acid synthase thioesterase domain; inhibition, % at 15 µM; actives 0.67% (n = 360,000); recombinant FAS-TE, OMFH fluorogenic substrate, fluorescence endpoint; P49327;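 active = compounds whose normalised, plate-corrected inhibition of enzyme fluorescence in the single-dose primary screen is 50% or more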;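 note: 0% = DMSO with enzyme and 100% = substrate without enzyme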
NRP1-CendR mod = modulators of CendR peptide binding to human neuropilin-1. inhibition, % at 25 µM. actives 0.85% (n = 360,000). FAM-RPARPAR peptide binding to NRP-1, fluorescence polarization;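 active = inhibition or corrected inhibition above about 18%, plus a signal ratio from 0.5 to 1.5, limit read from the data, passing the limit was not always enough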; note: strong numbers were not always called active
An asterisk follows results filed as active; i = inactive; / = not tested or not shown.

SMILES	MT1-MMP act inh	Rin1 Abl inh	Neddyl block	eLon inh	SKN-1 inh	PABP1 MLLE inh	bovine MsrA act	FAS TE block	NRP1-CendR mod
Cn1c(CNS(=O)(=O)c2cccc(Cl)c2)cc(=O)n(C)c1=O	0	2	i	-19	-7	9	-1	0	4
O=C(OCC(=O)N1CCCCCC1)c1cccnc1Cl	-1	1	i	-16	-1	0	2	-4	-5
COc1cc(NC(=O)CN2C(=O)C(C)N(c3ccc(C)cc3)C2=O)cc(OC)c1 (configuration not stated)	4	3	i	4	20	-7	-7	2	8
O=C(NN=Cc1c[nH]c2ccccc12)NN=Cc1c[nH]c2ccccc12	2	2	i	1	1	18	-10	2	-5
O=S(=O)(c1ccc(Br)cc1)N1CCCC1	-2	0	i	3	20	9	-3	-4	6
CCN1C(=O)N/C(=C/c2ccc(Sc3ccc(C)cc3)o2)C1=O	-5	0	i	-1	8	24	-1	7	-6
c1ccc(C2=Nn3c(nnc3-c3ccncc3)SC2)cc1	-22	-3	i	-5	-11	-2	1	-5	-2
CCCCn1nc(C(=O)N(C)CC(=O)Nc2ccc(F)c(F)c2F)ccc1=O	2	2	i	-2	-1	12	-1	-2	10
CCOC(=O)N1CCC(NC(=O)c2oc3c(F)cccc3c2C)CC1	2	1	i	-2	7	-3	-3	-5	8
O=C(O)CCCC(=O)Nc1ccc(N=Nc2ccccc2)cc1	-2	-1	i	-9	3	-4	0	-9	4
O=C(CC1C(=O)NCCN1CC1CCCCC1)NCc1ccc(F)cc1 (configuration not stated)	-3	-3	i	15	4	-2	-5	1	0
CSc1nc(-c2ccc(Cl)cc2Cl)[nH]c(=O)c1C#N	-2	1	i	3	4	3	-3	-4	-4
CCN1CCN(Cc2c(O)ccc3c2O/C(=C\c2ccc(C)cc2)C3=O)CC1	-15	-4	i	-62	2	0	-4	-14	-38
Nc1nnc(CCOc2ccc(Cl)cc2)s1	-2	2	i	9	-6	-48	-9	-11	-20
O=C(Nc1cccc(Cl)c1)C1CCN(C(=O)c2cccs2)CC1	3	2	i	-1	-1	-5	-2	-2	0
O=C(Cc1ccccc1Cl)Nc1ccc(S(=O)(=O)Nc2nccs2)cc1	2	-2	i	1	-9	-4	-3	-3	10
CSc1ccc(/C=C/C(=O)OCC(=O)NC2CCCCCC2)cc1	4	-1	/	1	-7	-7	-1	8	10
CCn1c(C(C)NC(C)=O)nc2ccccc21 (configuration not stated)	3	0	i	-1	-5	15	-1	-4	1
Cc1ccnc(NC(=O)C2CCC(CNc3c(N4CCCC4)c(=O)c3=O)CC2)c1 (configuration not stated)	-4	1	i	6	5	-7	-2	7	1
CCCC(C)(C)C(=O)N1CCC1(C)C(=O)Nc1cccc(OC)c1 (configuration not stated)	3	-6	i	-9	8	4	1	0	-3
Brc1cccc(-c2cnco2)c1	3	1	i	0	6	10	-4	-2	-4
COc1ccccc1CNC(=O)C1CCN(S(=O)(=O)c2cccc3cccnc23)CC1	-7	1	i	5	12	-15	-5	-4	-2
O=C(COc1coc(CN2CCc3ccccc3C2)cc1=O)N1CCOCC1	3	-1	i	0	1	4	-3	-12	4
O=C(O)CN=C(NS(=O)(=O)c1ccccc1)c1ccccc1	2	-4	i	-1	-4	-3	-3	-4	-3
CCCCNC(=O)c1onc(CSc2ccc(F)c(F)c2)c1C(=O)NCCCC	0	4	i	12	-9	-4	1	28	10

An excerpt from above in order of formula weight, high to low:
SMILES	MT1-MMP act inh	Rin1 Abl inh	Neddyl block	eLon inh	SKN-1 inh	PABP1 MLLE inh	bovine MsrA act	FAS TE block	NRP1-CendR mod
COc1cc(NC(=O)CN2C(=O)C(C)N(c3ccc(C)cc3)C2=O)cc(OC)c1 (configuration not stated)	4	3	i	4	20	-7	-7	2	8
c1ccc(C2=Nn3c(nnc3-c3ccncc3)SC2)cc1	-22	-3	i	-5	-11	-2	1	-5	-2
Brc1cccc(-c2cnco2)c1	3	1	i	0	6	10	-4	-2	-4

The listing picks up; the seven compounds before the break are reprinted first.
SMILES	MT1-MMP act inh	Rin1 Abl inh	Neddyl block	eLon inh	SKN-1 inh	PABP1 MLLE inh	bovine MsrA act	FAS TE block	NRP1-CendR mod
Cc1ccnc(NC(=O)C2CCC(CNc3c(N4CCCC4)c(=O)c3=O)CC2)c1 (configuration not stated)	-4	1	i	6	5	-7	-2	7	1
CCCC(C)(C)C(=O)N1CCC1(C)C(=O)Nc1cccc(OC)c1 (configuration not stated)	3	-6	i	-9	8	4	1	0	-3
Brc1cccc(-c2cnco2)c1	3	1	i	0	6	10	-4	-2	-4
COc1ccccc1CNC(=O)C1CCN(S(=O)(=O)c2cccc3cccnc23)CC1	-7	1	i	5	12	-15	-5	-4	-2
O=C(COc1coc(CN2CCc3ccccc3C2)cc1=O)N1CCOCC1	3	-1	i	0	1	4	-3	-12	4
O=C(O)CN=C(NS(=O)(=O)c1ccccc1)c1ccccc1	2	-4	i	-1	-4	-3	-3	-4	-3
CCCCNC(=O)c1onc(CSc2ccc(F)c(F)c2)c1C(=O)NCCCC	0	4	i	12	-9	-4	1	28	10
S=C(Nc1ccccc1)N1CCc2ccccc21	4	-4	i	-5	13	-100	-2	2	-2
COc1ccc(CCCc2nnc(SCc3nc4ccccc4c(=O)[nH]3)n2C)cc1	1	4	i	-2	-3	-3	-4	-7	-2
Cc1ccc(OCCNC(=O)c2cncc(Br)c2)cc1C	2	2	i	-5	-6	4	3	3	-12
COC(=O)C1Cc2c([nH]c3ccccc23)C(C(C)C)N1 (configuration not stated)	1	-1	/	4	8	-4	-4	-4	-5
CCOc1ccc(-c2nc(CN3CCCCC3CCn3cccn3)c(C)o2)cc1 (configuration not stated)	3	-4	i	-3	6	-2	0	-3	-4
CCc1cccc(NC(=O)CN(C)S(=O)(=O)c2cccc3cccnc23)c1	1	-3	i	0	-2	-3	-4	0	2
Cc1ccccc1N1CCN(C(=O)c2cc(C3CC3)nn2-c2ccccc2)CC1	-4	1	i	1	4	-5	-2	26	-2
COc1ccc(-c2nc(C)c(C(C)=O)n2O)cc1OC	2	-3	i	5	3	-20	1	-5	12
O=C(NCC1CCCO1)c1ccc[nH]1 (configuration not stated)	0	0	i	4	4	6	-3	-6	-2
COc1ccc(C(=O)Nc2cccc(NC(=O)c3cccs3)c2)cc1OC	2	1	i	-4	9	5	-5	4	16
O=C(CCCl)Nc1nc2c(s1)CCc1ccccc1-2	-7	-1	i	-1	24	11	-2	7	-5
CC1(C(=O)Nc2ccc(Cl)cc2)Cc2c(-c3ccc4c(c3)OCO4)ccnc2O1 (configuration not stated)	-2	1	i	-7	4	8	-1	10	2
CCC(NC(=O)COc1cc2c(c3oc(=O)c(C)c(C)c13)CCC(C)(C)O2)C(=O)O (configuration not stated)	5	0	/	8	3	-5	-4	-1	5
O=C(NC1CCCC1)c1cnn2c(C(F)(F)F)cc(-c3ccc4c(c3)OCO4)nc12	-27	0	i	5	-9	-59	-2	-10	-36
COc1cc(/C=C2/C(=N)N3N=C(C(C)C)SC3=NC2=O)ccc1OS(=O)(=O)c1ccccc1	0	-2	i	-2	12	1	-8	1	-27
CCOCc1nnc(NC(=O)c2cccs2)s1	1	2	i	-4	-11	2	2	-5	8
O=C(N/N=C/c1ccc2nccnc2c1)c1ccncc1	-1	-3	i	10	16	4	-5	-3	11
Cc1ccc(OCCC(=O)OCC(=O)Nc2ccc3c(c2)OCCO3)cc1	7	2	i	-5	-2	-1	-6	5	16
O=C(N=Nc1c(O)[nH]c2ccc(Br)cc12)c1cc(-c2cccs2)nc2ccccc12	4	-2	i	-2	2	-1	-3	8	6
Cc1cc(Cl)c(S(=O)(=O)Nc2ccc3c(c2)OCO3)cc1OCC(=O)NC1CCCCC1	-3	0	i	9	2	-4	-4	22	-20
O=CN/C=C/c1cccc(O)c1	0	1	i	-3	-11	8	-1	-8	-15
Cc1ccc(-c2nc(CS(=O)CC(=O)N3CCN(c4ccc(F)cc4)CC3)c(C)o2)cc1 (configuration not stated)	2	5	i	-6	17	4	1	1	-4
CSc1nc(N)c(C(=O)NC2CCCCC2)s1	-2	-3	i	-1	1	-2	-9	-2	-3
CC(C)c1ccc(NC2=NCC(=O)N2Cc2cccs2)cc1	5	1	i	0	-5	-10	-6	1	6
CCc1nnc(N/N=C/c2ccccc2F)n1N	2	-1	i	2	4	-51	7	-5	5

Next part:
SMILES	MT1-MMP act inh	Rin1 Abl inh	Neddyl block	eLon inh	SKN-1 inh	PABP1 MLLE inh	bovine MsrA act	FAS TE block	NRP1-CendR mod
Clc1cccc(Oc2cnc3ccccc3n2)c1	-1	-6	i	-8	9	6	-8	9	-6
O=C(NCC(c1ccco1)N1CCOCC1)c1ccccc1 (configuration not stated)	8	-2	i	-1	0	8	0	-5	-3
CCOC(=O)C1=CN(Cc2ccco2)S(=O)(=O)N(C)C1c1ccc(C(F)(F)F)cc1 (configuration not stated)	-3	2	i	0	-10	-4	-1	18	2
CCC(=O)c1ccc(OCC(=O)N(CC)CC2COc3ccccc3O2)cc1 (configuration not stated)	1	-1	i	5	18	-8	-1	12	6
Cn1c(=O)cc(SCC(=O)Nc2cccnc2)c2ccccc21	5	-89	i	-2	-2	3	1	-1	3
Cc1[nH]c(=O)[nH]c(=O)c1NC(=O)c1ccccc1[N+](=O)[O-]	4	0	i	-8	2	13	-1	-6	-3
O=C(CCN1C(=O)C2C3CCC(C3)C2C1=O)Nc1ccc(F)cc1 (configuration not stated)	0	2	i	-4	-20	6	-4	-4	-6
C#CC[N+](CC)(CC)CC#Cc1cccc(Cl)c1	1	3	i	1	-1	9	2	-5	19
CCN(CC)CCCNc1nc(N)c([N+](=O)[O-])c(NCCO)n1	-2	-1	i	4	1	5	-3	-2	16
CCc1ccc(/C=N/NC(=O)c2cc(-c3ccccc3OC)nc3ccccc23)s1	-5	-3	i	2	6	-11	-2	25	-1
COc1ccccc1CNC(=O)C(=O)NCCC1CCCCN1S(=O)(=O)c1ccc(C)cc1 (configuration not stated)	-3	-4	i	-27	-13	-6	-1	19	11
CCN(CC(=O)Nc1c(F)cccc1F)C(=O)CCCN1C(=O)c2cccc3cccc(c23)C1=O	1	-4	i	0	4	2	-4	-7	4
Cc1cc(NC(=O)c2ccccc2F)n(-c2nc3ccccc3[nH]2)n1	-3	-3	i	-11	-10	-3	-2	6	5
CC1CN(C(=O)c2ccc(Cl)c(S(=O)(=O)NCc3ccco3)c2)CC(C)O1 (configuration not stated)	2	0	i	4	-26	-8	-3	-9	54
COCC(C)Nc1ncnc2c1cnn2-c1ccc(Cl)cc1 (configuration not stated)	2	-3	i	-7	-6	16	-1	3	0
Cc1ccc(C)c(OCCn2cc(/C=C(/C#N)C(=O)NCC3CCCO3)c3ccccc32)c1 (configuration not stated)	-11	2	i	-15	12	-14	-4	-5	-45
N#CCc1c(C#N)c(N)nc(N2CCN(C=O)CC2)c1C#N	5	-2	i	-9	-11	-24	-3	-4	1
O=C(CNC(=O)c1ccc(F)cc1)c1ccccc1	0	-2	i	-3	15	5	-1	-1	-6
Cn1c(CO)cnc1S(=O)(=O)Cc1c(Cl)cccc1Cl	2	1	i	6	-4	-7	-3	-4	6
COC(=O)C(C)Oc1ccc(-c2nccc(-c3ccccn3)n2)cc1 (configuration not stated)	0	-1	i	-12	6	-6	-3	7	6
CCOc1ccc(NC(=O)CCC(=O)NNC(=O)c2ccco2)cc1	-2	-1	i	-2	7	-8	-2	0	0
CCOP(=O)(OCC)C(Nc1ccccc1)c1ccco1 (configuration not stated)	0	3	i	-7	5	3	-6	-4	15
O=C(CC(c1ccco1)S(=O)(=O)c1ccccc1)c1ccc(F)cc1 (configuration not stated)	0	4	i	0	11	8	-3	-8	-6
Oc1cccc(Oc2ncc(C(F)(F)F)cc2Cl)c1	-3	2	i	4	2	-9	-4	17	10
COCCCC1CCN(C(=O)C2CCC(=O)N(CCc3cccc(F)c3)C2)CC1 (configuration not stated)	3	-1	i	-6	8	17	-3	-2	-5
CC(NCc1ccc2c(c1)OCO2)C(=O)N1CCc2ccccc21 (configuration not stated)	1	4	i	10	-6	7	-10	0	0
